# RmlCD inh mix = RmlC and RmlD coupled enzyme inhibitors, primary screen, biochemical, 384-well, compound mixtures, retest. inhibition, % at 5.5 µM. RmlC/RmlD coupled enzyme inhibition, 384-well mixture HTS. hit rate 0.39% among 110,000; in the data active means inhibition above about 30%, passing the limit was not always enough; further: strong numbers were not always called active
# HIV RNase H inh = HIV-1 RT RNase H inhibitors, primary screen, biochemical, fluorescence. inhibition, % at 10 µM. Gag-Pol polyprotein (Human immunodeficiency virus type 1 group M subtype B (isolate …. AID 565, 2006. RT-RNase H RNA/DNA duplex cleavage. hit rate 1.9% among 65,000; in the data active means inhibition above about 50%
# Numbers without * were called inactive; x = not tested or not shown; + = active, no number. An excerpt; count on the stated rates, not on these rows.
SMILES,RmlCD inh mix,HIV RNase H inh
COC(=O)c1[nH]c2cccc(OC)c2c1NC(=O)CN1CCN(c2cccc(OC)c2)C(C)C1 (centres undefined),10,2
NC(=O)c1cnn2c1NC(c1ccc(F)cc1)CC2C(F)(F)F (centres undefined),15,2
C#CCNC(=O)C1=C[C@@H](c2coc3ccccc3c2=O)C[C@@H](OCCCCO)O1,-11,x
CCC(=O)N(Cc1cc(=O)[nH]c2ccccc12)c1cccc(C)c1,60,70*
N#CC1=C(N)Oc2n[nH]c(-c3ccccc3)c2C1c1ccsc1 (centres undefined),6,x
CCCSc1nc2c(cnn2-c2ccc(Cl)cc2)c(=O)[nH]1,-7,56*
Clc1ccc(Nc2nc(-c3ccncc3)cs2)cc1,-9,x
CCn1c(=N)n(CC(=O)C23CC4CC(CC(C4)C2)C3)c2ccccc21,-11,6
CCCOc1ccc(/C(O)=C2/C(=O)C(=O)N(CCCN3CCOCC3)C2c2ccncc2)cc1 (centres undefined),x,-3
Cc1cc(C)nc(NC(=O)c2cc3ccccc3o2)n1,-12,-7
Cc1nc2nc(Cc3ccccc3)[nH]n2c(=O)c1Cl,-12,-7
c1coc(CNCC2OCCc3ccccc32)c1 (centres undefined),-10,-8
CC(C)c1nc(SCC(=O)N2CCN(c3ccccc3)CC2)c2c(=O)n(C)c(=O)n(C)c2n1,-11,-17
COc1ccc(NC(C)=O)cc1NC(C)C(=O)Nc1ccc(F)c(F)c1F (centres undefined),-43,x
O=C(C(Cc1ccccc1)NS(=O)(=O)c1ccc(F)cc1)N1CCC2(CC1)OCCO2 (centres undefined),-11,-3

# Three structures already listed, ordered by number of heavy atoms, rising:
SMILES,RmlCD inh mix,HIV RNase H inh
c1coc(CNCC2OCCc3ccccc32)c1 (centres undefined),-10,-8
CCn1c(=N)n(CC(=O)C23CC4CC(CC(C4)C2)C3)c2ccccc21,-11,6
CCCOc1ccc(/C(O)=C2/C(=O)C(=O)N(CCCN3CCOCC3)C2c2ccncc2)cc1 (centres undefined),x,-3

# Further compounds follow:
SMILES,RmlCD inh mix,HIV RNase H inh
COc1ccccc1C(=O)O/N=C(\N)c1ccc(Cl)cc1,-9,x
O=C(c1ccc(Cl)cc1)N1CCC(O)(CSc2ccccc2)CC1,3,x
C=CCn1c(SCC(=O)OCc2ccccc2)nc2c1c(=O)n(C)c(=O)n2C,0,14
C/C(=C1/SC(=S)N(CCC(=O)O)C1=O)c1ccc(O)cc1,11,17
Cc1ccc(Cl)cc1N1CCN(CC(=O)Nc2ccc3[nH]c(=O)[nH]c3c2)CC1,5,-17
Cc1c(C(=O)NCc2cccs2)oc2ccc(Br)cc12,-80,x
CCCCOC1(c2ccccc2)OC(=O)c2ccccc21 (centres undefined),-8,x
CCn1c(/C=C/c2cccc([N+](=O)[O-])c2)nc2ccccc2c1=O,10,x
COc1ccc(C(O)c2nc3ccccc3n2C)cc1OC (centres undefined),-6,-2
CCOC(=O)CSc1nnc(CNC(=O)Cc2ccccc2)n1C,-2,-8
COc1ccc(COC(=O)C2=C(C)NC(=O)NC2c2ccc(O)c(OC)c2)cc1 (centres undefined),-3,-34
CC(=O)c1c(C)nc(-c2ccc(Cl)cc2Cl)n1O,10,-7
CCOC(=O)CSc1nc2sc3c(c2c(=O)n1CC)CC(C)(C)OC3,8,-5
COC(=O)CCCC1=CC2=C(c3ccccc3)C(=O)C(C)(OC(=O)C3CCCC3)C(=O)C2=CN1C1CCCC1 (centres undefined),10,x
COc1ccc(C(=O)n2nc(-c3ccccc3)nc2N)cc1OC,-12,1
COC(=O)CSc1nnc(-c2ccc3c(c2)OCO3)n1C,4,x
CC(=O)N1N=C(c2ccncc2)OC12CCCC2,-3,x
O=C(NC1CC1)C1=C[C@H](c2csc3ccccc23)C[C@H](OCc2ccc(CO)cc2)O1,11,x
CCC(=O)Oc1ccc(-c2nc(-c3cccnc3)no2)cc1,8,-4
COc1nc(Nc2ccc(-c3nc4ccccc4o3)cc2)nc(N2CCOCC2)n1,-182,48
COCOc1ccc(C=O)cc1OCOC,-11,x
COc1ccc2cc3cc(C(=O)NCc4ccccn4)oc3nc2c1,x,-22
COCCCNC(=O)CNC(=S)N(Cc1ccc(F)cc1)C1CCCCC1,-15,x
CCc1nnc(NC(=O)c2ccc(S(=O)(=O)N(CCOC)CCOC)cc2)s1,5,-2
O=c1c2ccccc2c(C=Nc2cccc(O)c2)c(O)n1-c1ccc2c(c1)OCO2,8,x
O=C(Nc1nnc(C2CC2)s1)c1ccc(S(=O)(=O)c2ccccc2)cc1,13,x
O=c1c([N+](=O)[O-])cc(C(F)(F)F)cn1Cc1cccc(Cl)c1,1,x
CCCCn1nnnc1SCC(=O)N1CCN(C(=O)c2ccco2)CC1,3,-6
CC(=O)Nc1ccc(N2C(=O)CC(N3CCN(Cc4ccc5c(c4)OCO5)CC3)C2=O)cc1 (centres undefined),-13,x
CCOc1ccc(C2OC34CCCCC3C(C#N)(C#N)C2(C#N)C(=N)O4)cc1OC (centres undefined),+,x
O=C(NCC#CCOCc1ccccc1)c1ccccc1,-16,x
CC1=C(C#N)C2C(/C1=N/O)C2(C)C (centres undefined),5,-10
Cc1ccc(S(=O)(=O)/N=C(/Nc2c(C)n(C)n(-c3ccccc3)c2=O)c2ccc(Cl)cc2)cc1,7,x
Cc1cccc(NC2=NC(C)(C)N=C(N)N2)c1C,9,-38
COc1ccc(S(=O)(=O)Nc2ccc(C)cc2)cc1OC,-12,-13
CCCCNC(=O)OCCNC(=O)Oc1cccc(C)c1,5,-18
CCN(CCO)c1cc(Cl)nc(SC)n1,1,x
COc1cccc(NC(=O)c2ccn(C)n2)c1,0,x
CCOC(=O)N1CCN(C(=O)CSc2nc3ccccc3c(=O)n2-c2ccccc2)CC1,-11,-1
O=C1c2ccccc2C(=O)c2c(NCc3cccnc3)cccc21,12,x
COc1cc(C2NC(=O)NC(C)=C2C(=O)OC2CCCCC2)cc(Br)c1O (centres undefined),2,-36
O=C(NCCc1c[nH]c2ccccc12)[C@@H]1C[C@H]1[C@@H](NP(=O)(c1ccccc1)c1ccccc1)c1ccccc1,-18,x
CCOC(=O)CNC(=O)CSc1ncnc2c1cnn2-c1ccc(C)cc1,-11,0
CCOC(=O)c1nnc(-c2cccs2)nc1NC(C)C,-10,x
Cc1ccc(CSCCNC(=O)CSCc2ccc([N+](=O)[O-])cc2)cc1,8,x
Cc1ccc(-c2nc(-c3ccccc3)no2)cc1,6,x
CCOc1ccc(S(=O)(=O)NN)cc1,-1,x
Cc1cc(Cl)ccc1OCC(=O)Nc1ccccc1CO,7,-27
CCOC(=O)C1=C(CC)Nc2ccccc2N=C1NC(=O)Nc1ccc(Cl)c(Cl)c1,0,x
CCCc1cc(=O)oc2c(CN3CCCC3)c(O)ccc12,99*,-13
N#C/C=C1/NC(=O)c2ccccc2S1,-5,-10
COCCNC(=O)c1cc(-c2ccc(OC)c(OC)c2)on1,-4,-8
COc1ccc(Nc2nc(N)nc(CSc3nncn3C)n2)cc1,-10,x
Cc1ccc2[nH]cc(C(=O)CN3CCN(C)CC3)c2c1,-9,x
Cc1ccc(C(=O)CSc2nc(C)cc(C)c2C(N)=O)cc1,6,x
O=C(CCn1nc(-c2ccc(Cl)cc2)ccc1=O)N1CCOCC1,-402,-27
Cn1c2ccccc2c2c(C(=O)NCCCN3CCCC3=O)cn(C3CCCCC3)c(=O)c21,-5,-4
C/C=C\C(=O)Nc1cccc(C2=NOC3(C2)C[C@@H](C(N)=O)N(C(=O)CC(c2ccccc2)c2ccccc2)C3)c1 (some centres undefined),-9,x
CC(C)(C)n1ncc2c(=O)n(CC(=O)c3ccc(Cl)cc3)cnc21,8,-6
CCOC(=O)c1ccc(S(=O)(=O)N2CCN(CC3CC=CCC3)CC2)cc1 (centres undefined),-14,-59

# Quoted at random: five records from the list.
SMILES,RmlCD inh mix,HIV RNase H inh
CCOC(=O)C1=C(CC)Nc2ccccc2N=C1NC(=O)Nc1ccc(Cl)c(Cl)c1,0,x
COc1ccc(Nc2nc(N)nc(CSc3nncn3C)n2)cc1,-10,x
CC(C)(C)n1ncc2c(=O)n(CC(=O)c3ccc(Cl)cc3)cnc21,8,-6
C/C=C\C(=O)Nc1cccc(C2=NOC3(C2)C[C@@H](C(N)=O)N(C(=O)CC(c2ccccc2)c2ccccc2)C3)c1 (some centres undefined),-9,x
CCOc1ccc(S(=O)(=O)NN)cc1,-1,x

# Record cards, from the list above:
# Results for `CC(C)(C)n1ncc2c(=O)n(CC(=O)c3ccc(Cl)cc3)cnc21` → RmlCD inh mix: 8; HIV RNase H inh: -6
# Results for `O=C(C(Cc1ccccc1)NS(=O)(=O)c1ccc(F)cc1)N1CCC2(CC1)OCCO2` (centres undefined) → RmlCD inh mix: -11; HIV RNase H inh: -3
# Results for `O=C(c1ccc(Cl)cc1)N1CCC(O)(CSc2ccccc2)CC1` → RmlCD inh mix: 3; HIV RNase H inh: x

# The listing picks up with the 6 entries that preceded the break.
SMILES,RmlCD inh mix,HIV RNase H inh
Cc1ccc(C(=O)CSc2nc(C)cc(C)c2C(N)=O)cc1,6,x
O=C(CCn1nc(-c2ccc(Cl)cc2)ccc1=O)N1CCOCC1,-402,-27
Cn1c2ccccc2c2c(C(=O)NCCCN3CCCC3=O)cn(C3CCCCC3)c(=O)c21,-5,-4
C/C=C\C(=O)Nc1cccc(C2=NOC3(C2)C[C@@H](C(N)=O)N(C(=O)CC(c2ccccc2)c2ccccc2)C3)c1 (some centres undefined),-9,x
CC(C)(C)n1ncc2c(=O)n(CC(=O)c3ccc(Cl)cc3)cnc21,8,-6
CCOC(=O)c1ccc(S(=O)(=O)N2CCN(CC3CC=CCC3)CC2)cc1 (centres undefined),-14,-59
O=C(CSc1ncc(-c2ccccc2)[nH]1)Nc1cccc(O)c1,2,x
CCOC(=O)c1cc(NC(=O)Nc2ccc(OC)c(OC)c2)c(C)nc1C,-5,-16
Cn1c(CCCCCN)nc2ccccc21,-10,-49
COc1cc(Nc2ccccc2Cl)c([N+](=O)[O-])nc1[N+](=O)[O-],6,x
Cc1cc(C(=O)N/N=C/c2ccccc2Br)no1,-3,x
COc1ccc(Cl)cc1C(=O)NNC(=O)c1cccnc1,-3,x
CSc1sc2ccccc2[n+]1CCCS(=O)(=O)[O-],20,x
CC(C)(C)n1nc2c(c1NC(=O)COc1ccc(Cl)cc1)CSC2,-3,14
Cc1cccc(OCC(=O)Nc2cc(C)c(C)cc2O)c1,-7,2
CC(C)c1ccc(C(=O)CSc2n[nH]c(-c3ccncc3)n2)cc1,-2,x
CN(C=O)CP(=O)(O)CN(C)C=O,1,-5
CCCCNC(=O)c1c(N)n(Cc2ccc3c(c2)OCO3)c2nc3ccccc3nc12,-101,x
CCOC(=O)N1CCN(c2c(NCCN(C)Cc3ccccc3)c(=O)c2=O)CC1,-11,-2
CC(C)(C)OC(=O)c1c(N)n(Cc2ccco2)c2nc3ccccc3nc12,-58,12
COc1ccccc1CNC(=O)C1CCN(Cc2nc(-c3ccc(Cl)cc3)oc2C)CC1,x,16
Cc1cc(N2CCC(C)CC2)nc2ccc(N3C(=O)CCC3=O)cc12,-8,-13
O=C(NCc1ccco1)c1nnc(Cc2ccc(Cl)cc2)o1,-7,x
CCOCCCN(Cc1cc2cc(C)cc(C)c2[nH]c1=O)C(=O)N(CC)CC,11,5
O=C(Cc1c(F)cccc1Cl)c1ccc(O)cc1O,-13,-28
COc1cccc(C(=O)N2CCN(C3CCC(c4ccccc4)CC3)CC2)c1OC (centres undefined),-8,-9
COc1ccccc1N(CC(N)=O)S(=O)(=O)c1ccc(C)cc1,-3,-2
O=C(OCCN1CCCCC1)c1cc2ccccc2o1,50,-4
Cc1noc(C)c1C(=O)NCc1ccccc1,9,x
CC(=O)Nc1cccc(/C(C)=N/NC(=O)c2ccccc2Cl)c1,-10,x
CCn1c(O)c(N=NC2=NC(=O)CS2)c2cc(C)ccc21,8,x
Cn1c(=O)c2c(nc(CN3CCN(c4ccccc4)CC3)n2Cc2c(F)cccc2Cl)n(C)c1=O,19,-7
Cc1cc(NS(=O)(=O)c2ccc(Br)s2)no1,11,-15
COc1cc(CNCCSc2nnnn2C)cc(Br)c1OCc1ccccc1F,6,x
CCCOc1ccc(/C(O)=C2/C(=O)C(=O)N(c3cc(C)on3)C2c2ccc(C(=O)OC)cc2)cc1 (centres undefined),2,4
CCCCN(CC)S(=O)(=O)N1CCC(C(=O)NCCCN2CCOCC2)CC1,x,-32
Cc1cc(OCC(=O)Nc2ccncc2)c(C)cc1Br,-39,x
CCCCn1c2nc3ccccc3nc2c2c(=N)oc(C)nc21,x,-10
COc1ccc(Cn2nnnc2C(c2ccccc2Cl)N2CCN(C3CCCC3)CC2)cc1 (centres undefined),-7,10
O=C(Nc1ccc(N2CCN(C(=O)c3ccco3)CC2)cc1)c1cccs1,7,-3
COc1ccc(CC(=O)N2CC3(C)CC2CC(C)(C)C3)cc1 (centres undefined),14,x
C[C@@H](C(=O)NCc1ccccc1)[C@@H]1C[C@@]1(C)[C@@H](NC(=O)OCc1ccccc1)c1ccccc1,-8,x
CCOP(=S)(OCC)SCC(=O)NC(C(=O)O)C(C)C (centres undefined),-3,x
Cc1cc(C)c2c(c1)cc(C)c1nnc(SCC(=O)Nc3cc(C)on3)n12,-3,-37
O=c1c2c(nc3cc(-c4cccc(Cl)c4)[nH]n13)CCC2,-5,x
CCn1c(SCC(=O)Nc2cc(C)on2)nnc1-c1ccco1,-14,x
CC(C)c1ccc(N2C(=O)CSC23C(=O)N2CCCc4cccc3c42)cc1 (centres undefined),4,x
Cc1ccc(S(=O)(=O)Oc2ccccc2N2C(=O)C3CC=CCC3C2=O)cc1 (centres undefined),11,x
CCOC(=O)N1CCC(NC(=O)Cn2cc3c(n2)CCCCC3)CC1,6,-7
Cc1cc(NC(=O)CN2CC3CC(C2)c2cccc(=O)n2C3)nc2c1c(=O)oc1ccccc12 (centres undefined),x,-9
CC1CCCCN1C(=O)CSc1nnc(Cc2ccccc2)n1C (centres undefined),0,x
